CTSL1 counter – counter-screen for PFM18AAP inhibitors: inhibitors of F. hepatica cathepsin L1. recombinant F. hepatica cathepsin L1, Z-Leu-Arg-MCA fluorescence. inhibition, % at 5.96 µM. actives 0.49% (n = 300,000). AID 1906;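 active means inhibition above the mean of all tested compounds plus 3 SD, set per screening campaign, cut at about 17% in these data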;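 further: 0% = plate median of test compound wells and 100% = 1 µM Z-Phe-Ala-diazomethylketone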
HCV core dimer – blocks dimerization of HCV core protein. inhibition, % at 5 µM. TR-FRET GST/Flag-core106 dimerization, 1536-well. actives 0.33% (n = 300,000). AID 1899;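 active means inhibition above the mean of all tested compounds plus 3 SD, set per screening campaign, cut at about 45% in these data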
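assay system = GST-tagged and Flag-tagged HCV core protein residues 1-106 | controls = unlabelled core106 and no-GST-core106 wells | incubation = compound-protein-antibody incubation 4 h at 22.5 °C | probe or stimulus = Eu donor and XL665 acceptor anti-tag antibodies | read-out = % inhibition based on acceptor/donor emission ratio | signal = TR-FRET 671 and 617 nm emission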
PP1 inh – counter-screen for PP5 inhibitors: inhibitors of human PP1-alpha | P62136 | inhibition, % at 6.7 µM | purified PP1alpha, OMFP fluorescence | actives 0.9% (n = 320,000);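 active means inhibition above the mean inhibition of all tested compounds plus 3 SD, computed separately for each screening campaign, cut at about 15% in these data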
GASC-1 inh – human JMJD2C demethylase inhibition | Q9H3R0 | GST-JMJD2C(1-420) H3K9me3 demethylation, DELFIA europium | inhibition, % at 2.35 µM | actives 0.069% (n = 330,000) | AID 2099;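 active means more than half of a compound's replicate wells show inhibition beyond 50%, single wells judged on their own value; inconclusive means some, but no more than half, of replicates pass 50% inhibition; inactive means no replicate passes 50% inhibition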;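 further: signal counts dimethyl H3K9 product captured on neutravidin plate; 0% = median of DMSO wells and 100% = 0.3 times that DMSO median; strong numbers were not always called active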
Target sequence (Q9H3R0 1-420 limits assumed): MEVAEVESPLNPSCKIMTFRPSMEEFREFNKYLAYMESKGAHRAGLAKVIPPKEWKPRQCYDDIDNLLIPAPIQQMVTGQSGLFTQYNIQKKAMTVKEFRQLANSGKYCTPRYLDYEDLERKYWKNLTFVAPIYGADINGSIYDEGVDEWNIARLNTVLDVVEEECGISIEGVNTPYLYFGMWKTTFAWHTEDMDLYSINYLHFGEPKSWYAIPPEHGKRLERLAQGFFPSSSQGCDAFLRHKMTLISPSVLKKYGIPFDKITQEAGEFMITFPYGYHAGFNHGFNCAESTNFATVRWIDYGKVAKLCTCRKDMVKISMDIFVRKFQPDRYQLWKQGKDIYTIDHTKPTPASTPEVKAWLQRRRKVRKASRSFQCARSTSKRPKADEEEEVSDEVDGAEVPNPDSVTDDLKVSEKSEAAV
Efflux pump inh – blocks antifungal efflux pumps in multiplex yeast assay. S. cerevisiae Candida pump triplex, Nile Red efflux. inhibition, % at 10 µM. actives 0.44% (n = 330,000);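 active means plate passing quality check with inhibition over a set limit, or well fluorescence over plate mean plus 4 SD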;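 further: Nile Red retained in pooled yeast measured as flow cytometry median fluorescence; 0% = buffer negative control and 100% = Enniatin B positive control; higher means more Nile Red kept so more efflux inhibition; some compounds called inactive have numbers as strong as hits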
procasp3 activ – procaspase-3 (human) activation. actives 0.11% (n = 330,000). recombinant procaspase-3 D3A, Ac-DEVD-pNA absorbance 405 nm. activation, % at 8.5 µM;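 active means activation above the mean of all tested compounds plus 3 SD, cut at about 21% in these data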;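 further: 0% = DMSO alone and 100% = DMSO wells spiked with extra 5 µM PC-3 D3A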
Target sequence (P42574 whole entry D9A/D28A/D175A): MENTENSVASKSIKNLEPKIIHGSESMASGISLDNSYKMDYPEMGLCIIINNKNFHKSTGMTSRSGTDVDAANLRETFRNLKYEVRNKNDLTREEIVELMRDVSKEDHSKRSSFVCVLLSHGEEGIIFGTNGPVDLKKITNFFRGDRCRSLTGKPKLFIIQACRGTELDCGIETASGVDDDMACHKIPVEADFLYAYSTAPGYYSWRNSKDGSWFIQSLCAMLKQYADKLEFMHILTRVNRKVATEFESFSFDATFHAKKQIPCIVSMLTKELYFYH
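Compound: 8.5 µM single point, 0.8% DMSO / Material: Autoprocessing-dead procaspase-3 D3A mutant enzyme / Timing: 1 h preincubation plus 2 h reaction at 25 °C / Medium: Zinc-free HEPES/NaCl buffer with 0.01% Triton X-100 at pH 7.4 / Technique: 405 nm absorbance of p-nitroaniline, reads at 0 and 120 min / Repeats: one well per compound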
proCasp7 act – counter-screen: procaspase-7 (human) activation. actives 0.093% (n = 330,000). P55210. activation, % at 8.5 µM. recombinant procaspase-7, Ac-DEVD-pNA absorbance 405 nm; D23A/D198A/D206A triple mutant, cannot self-cleave; scale: DMSO 0, 5 µM enzyme 100. AID 463210;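 active means percent activation above the screen-wide mean plus 3 SD, cut at about 25% in these data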
Target sequence (P55210 whole entry D23A/D198A/D206A): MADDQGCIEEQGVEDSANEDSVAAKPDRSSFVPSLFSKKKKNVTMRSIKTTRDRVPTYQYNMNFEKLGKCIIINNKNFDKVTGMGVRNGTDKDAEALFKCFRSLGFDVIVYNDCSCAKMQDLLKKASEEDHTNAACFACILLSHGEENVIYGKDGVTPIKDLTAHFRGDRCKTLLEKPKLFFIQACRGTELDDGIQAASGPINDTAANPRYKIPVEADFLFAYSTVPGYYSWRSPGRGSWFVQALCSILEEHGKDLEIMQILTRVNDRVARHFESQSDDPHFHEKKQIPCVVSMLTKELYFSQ
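Assay system – Uncleavable procaspase-7 mutant enzyme · Quantity – 2 µM procaspase-7 mutant as dispensed · Times – 1 h preincubation, 2 h reaction · Dosing – single nominal 8.5 µM compound dose, 0.8% DMSO final · Buffer or medium – Zinc-free 50 mM HEPES buffer, pH 7.4, with NaCl and Triton X-100 · Detection – Epi-absorbance of released pNA at 405 nm, two timepoints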
PP5 primary – inhibitors of human protein phosphatase 5 (PP5); P53041; actives 0.18% (n = 320,000); inhibition, % at 6.7 µM; AID 1987; purified PP5c, OMFP substrate fluorescence;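 active means inhibition above the campaign's mean inhibition across all tested compounds plus 3 SD, cut at about 9.5% in these data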;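 further: 0% = DMSO only and 100% = 100 µM cantharidin control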
TPT1 inh – inhibitors of Candida albicans tRNA 2'-phosphotransferase TPT1. actives 0.81% (n = 300,000). inhibition, % at 5 µM. recombinant caTPT1, FP RNA substrate dephosphorylation;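 active means inhibition above the mean of all tested compounds plus 3 SD, set per screening campaign, cut at about 24% in these data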;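 further: plate controls were DMSO alone for no effect and ferristatin control at 100 nM for full effect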
Numbers without * were called inactive; ? = inconclusive; . = not tested or not shown. Not a hit list (roughly 2.9% active in at least one column).

SMILES	CTSL1 counter	HCV core dimer	PP1 inh	GASC-1 inh	Efflux pump inh	procasp3 activ	proCasp7 act	PP5 primary	TPT1 inh
NC(=O)COC(=O)C(Cc1ccccc1)NS(=O)(=O)c1ccccc1F (stereo not given)	-10	-1	-2	-2	-0.1	-6	0	1.3	2
COc1c(C)cc(S(=O)(=O)NC2CC(C)(C)NC(C)(C)C2)c(C)c1C	-3	-8	-7	-5	0.0	4	6	-0.2	-2
COc1ccc(N2CCN(C3CCCN(C(=O)c4cccc(C)n4)C3)CC2)cc1 (stereo not given)	0	10	2	-1	0.2	1	-3	3.3	2
COc1cc(C(=O)Nc2ccc(C(=O)NCC3CCCO3)cc2)cc(OC)c1OC (stereo not given)	-1	4	-5	-7	-0.1	-6	3	1.0	0
CC(C)(C)c1cc(C(=O)N/N=C/c2ccco2)n[nH]1	0	0	-3	0	0.1	10	-3	-0.2	-1
Cc1[nH]n(-c2ccc(Cl)cc2)c(=O)c1/C=N/n1c(C)nc2ccccc2c1=O	0	0	-2	10	-0.1	-1	11	-0.9	2
COc1ccc(N2CCN(CCCNC(=O)CCCn3c(=O)[nH]c4ccsc4c3=O)CC2)cc1	-1	-2	-2	-2	-0.4	0	-2	-0.7	0
O=C(O)c1cccc(Cn2cccn2)c1	-2	3	-2	7	0.0	4	5	0.9	-7
CCOC(=O)c1ccc([N+](=O)[O-])cc1NC(C)=O	-1	-1	-1	4	0.0	-4	0	0.1	1
CSc1ncccc1C(=O)NCc1ccccc1Cl	3	3	-1	14	0.1	0	7	-1.3	3
c1coc(-c2nnc(SCc3cn4ccccc4n3)o2)c1	-4	-6	-4	-25	0.0	5	4	2.3	0
COc1cc(OC)cc(C(=O)N/N=C/c2ccc(OC)c(COc3ccc4ccccc4c3)c2)c1	4	39	2	-4	0.6*	8	3	3.5	2
O=C(O)c1ccc(S(=O)(=O)NCc2ccc3c(c2)OCO3)cc1	2	-2	0	8	0.0	2	0	0.4	0
CCOC(=O)c1c(NC(=O)c2cc(C)oc2C)sc(C(=O)Nc2ccc(Cl)cc2)c1C	-2	8	0	?	0.2	-3	-3	-2.8	0
COc1ccc(CC(=O)NCC(C)(C)N2CCOCC2)cc1	-3	-3	-1	1	0.0	10	-6	2.6	0
C=CCC1(C(=O)NCCO)CCN(C(=O)OC(C)(C)C)CC1	3	-7	-5	-14	0.0	2	7	-1.9	1
Cc1sc(NC(=O)c2cc(-c3ccccc3)nc3ccccc23)c(C(N)=O)c1C	3	8	4	-13	0.5	-8	0	1.1	1
CCN(CC(=O)Nc1ccccc1C(F)(F)F)C(=O)c1ccc2c(=O)n3c(nc2c1)CCC3	.	.	-2	3	0.4	5	6	1.7	.
O=C(O)c1ccc(-n2c(/C=C/c3ccccc3)nc3ccccc3c2=O)cc1	8	1	-1	12	0.1	4	3	-7.0	-1
CCC1CCC(C(=O)NC(C(=O)NCCCN2CCCCC2C)C(C)C)CC1 (stereo not given)	-1	-4	-3	2	0.1	6	4	-0.8	2
O=C(COc1ccc(S(=O)(=O)N2CCOCC2)cc1)N1CCCCCC1	0	4	-3	-12	0.0	9	13	1.0	3
COC(=O)c1cc(Cc2ccc(N)c(C(=O)OC)c2)ccc1N	3	3	0	0	-0.1	-7	-5	1.1	-2
CCC(=O)N1N=C(c2ccc(NS(C)(=O)=O)cc2)CC1c1ccc(C)cc1 (stereo not given)	8	-1	-4	2	-7.2	-8	-4	2.5	3
O=C1[C@H]2[C@@H](c3ccc(Cl)cc3)N3C(=O)N(c4cccc(F)c4)C(=O)[C@@]3(Cc3ccccc3)[C@H]2C(=O)N1C1CCCCC1	-2	13	3	-3	0.6	-1	6	2.7	-1
CCOC(=O)C1=C(c2ccccc2)Nc2ncnn2C1c1ccc(OC)c(OC)c1OC (stereo not given)	-1	2	-1	-4	0.0	-1	5	0.9	-6
CCOc1ccc(OCCC(=O)N(CCC2=CCCCC2)c2c(N)n(Cc3ccccc3)c(=O)[nH]c2=O)cc1	2	8	0	1	0.1	4	7	0.6	0
CN(CC(=O)Nc1cccc(F)c1)C(=O)c1sc2ccccc2c1Cl	.	.	0	4	-0.3	-3	1	2.6	.
COCc1cc(=O)[nH]c(Cc2c(Cl)cccc2Cl)n1	-2	5	-1	15	0.1	10	11	0.2	-4
CCN(CC(=O)NCc1cccs1)C(=O)c1ccc(S(=O)(=O)N(C)c2ccccc2)cc1	.	.	.	-6	0.1	5	13	.	.
Cc1ccc(S(=O)(=O)NC(CC(=O)O)c2ccco2)cc1 (stereo not given)	-2	-1	-8	-18	-0.2	6	4	0.5	-4

Rewritten bar-delimited: 15 of the compounds above.
mol | CTSL1 counter | HCV core dimer | PP1 inh | GASC-1 inh | Efflux pump inh | procasp3 activ | proCasp7 act | PP5 primary | TPT1 inh
O=C(O)c1ccc(S(=O)(=O)NCc2ccc3c(c2)OCO3)cc1 | 2 | -2 | 0 | 8 | 0.0 | 2 | 0 | 0.4 | 0
CCOC(=O)c1c(NC(=O)c2cc(C)oc2C)sc(C(=O)Nc2ccc(Cl)cc2)c1C | -2 | 8 | 0 | ? | 0.2 | -3 | -3 | -2.8 | 0
COc1ccc(CC(=O)NCC(C)(C)N2CCOCC2)cc1 | -3 | -3 | -1 | 1 | 0.0 | 10 | -6 | 2.6 | 0
C=CCC1(C(=O)NCCO)CCN(C(=O)OC(C)(C)C)CC1 | 3 | -7 | -5 | -14 | 0.0 | 2 | 7 | -1.9 | 1
Cc1sc(NC(=O)c2cc(-c3ccccc3)nc3ccccc23)c(C(N)=O)c1C | 3 | 8 | 4 | -13 | 0.5 | -8 | 0 | 1.1 | 1
CCN(CC(=O)Nc1ccccc1C(F)(F)F)C(=O)c1ccc2c(=O)n3c(nc2c1)CCC3 | . | . | -2 | 3 | 0.4 | 5 | 6 | 1.7 | .
O=C(O)c1ccc(-n2c(/C=C/c3ccccc3)nc3ccccc3c2=O)cc1 | 8 | 1 | -1 | 12 | 0.1 | 4 | 3 | -7.0 | -1
CCC1CCC(C(=O)NC(C(=O)NCCCN2CCCCC2C)C(C)C)CC1 (stereo not given) | -1 | -4 | -3 | 2 | 0.1 | 6 | 4 | -0.8 | 2
O=C(COc1ccc(S(=O)(=O)N2CCOCC2)cc1)N1CCCCCC1 | 0 | 4 | -3 | -12 | 0.0 | 9 | 13 | 1.0 | 3
COC(=O)c1cc(Cc2ccc(N)c(C(=O)OC)c2)ccc1N | 3 | 3 | 0 | 0 | -0.1 | -7 | -5 | 1.1 | -2
CCC(=O)N1N=C(c2ccc(NS(C)(=O)=O)cc2)CC1c1ccc(C)cc1 (stereo not given) | 8 | -1 | -4 | 2 | -7.2 | -8 | -4 | 2.5 | 3
O=C1[C@H]2[C@@H](c3ccc(Cl)cc3)N3C(=O)N(c4cccc(F)c4)C(=O)[C@@]3(Cc3ccccc3)[C@H]2C(=O)N1C1CCCCC1 | -2 | 13 | 3 | -3 | 0.6 | -1 | 6 | 2.7 | -1
CCOC(=O)C1=C(c2ccccc2)Nc2ncnn2C1c1ccc(OC)c(OC)c1OC (stereo not given) | -1 | 2 | -1 | -4 | 0.0 | -1 | 5 | 0.9 | -6
CCOc1ccc(OCCC(=O)N(CCC2=CCCCC2)c2c(N)n(Cc3ccccc3)c(=O)[nH]c2=O)cc1 | 2 | 8 | 0 | 1 | 0.1 | 4 | 7 | 0.6 | 0
CN(CC(=O)Nc1cccc(F)c1)C(=O)c1sc2ccccc2c1Cl | . | . | 0 | 4 | -0.3 | -3 | 1 | 2.6 | .

Later entries.
SMILES	CTSL1 counter	HCV core dimer	PP1 inh	GASC-1 inh	Efflux pump inh	procasp3 activ	proCasp7 act	PP5 primary	TPT1 inh
Cc1ccc(NC(=O)Cc2ccc([N+](=O)[O-])cc2)c(Br)c1	-5	23	1	6	-0.2	1	-8	2.1	1
O=C(CSc1ncccc1C(=O)O)c1ccc2ccccc2c1	4	2	-1	2	-0.1	3	4	-0.9	-1
CCN(CC)S(=O)(=O)c1ccc(NC(=O)c2c(-c3ccccc3)noc2C)cc1	0	0	1	33	-0.2	2	-4	2.4	0
CCC(=O)Nc1cnc(NC(=O)c2cccc(F)c2)cc1C	1	5	0	-1	-0.1	-3	12	0.5	-1
CC(C)(C)C1CCC2(CC1)SCC(=O)N2c1ccccc1 (stereo not given)	0	5	-1	-12	0.0	4	1	3.2	3
Cc1noc(C)c1C(=O)OCC(=O)NCCc1ccc(S(N)(=O)=O)cc1	.	.	.	-8	0.0	-4	15	.	.
COc1cccc(N2C(=NC(=O)C3CCCCC3)SC3CS(=O)(=O)CC32)c1 (stereo not given)	0	4	-1	-2	-0.2	5	16	2.7	-4
CC(C)c1ccccc1NC(=O)COC(=O)Cc1c[nH]c2ccccc12	-6	3	-2	-6	0.6	8	6	1.5	2
CNc1ccccc1C(C)(C)c1cc(-c2cccc(Br)c2)no1	-2	1	2	-7	-0.2	-1	5	-0.5	-16
COC(=O)CN1CC(=O)N(c2ccccc2)C1=S	0	-3	-2	2	0.0	2	6	1.5	-2
CCCC(C)NC1=NCCCCC1 (stereo not given)	-4	-3	-2	-2	0.0	-6	4	1.8	-2
Nc1nc(Br)c2ccccc2c1-c1ccccc1	-2	-3	0	-26	0.3	-4	-2	2.1	3
Cc1nc2c(sc3nc4c(cc32)COC(C)(C)C4)c(=O)n1CC(=O)NCc1ccco1	0	-2	-1	-5	0.1	-13	-17	1.2	-1
CN(C)c1nc(N)c(C(=O)N=C(N)N)nc1Cl	-2	6	-5	-27	-0.1	3	-4	0.5	2

Assay outcomes from PubChem BioAssay.
